PPC-1+TRAIL kill – compounds killing PPC-1 cancer cells with TRAIL present, primary screen, TRAIL potentiator project, ATPLite luminescence, uHTS; 220,000 tested, 0.41% active; cell killing (% activity), % at 4 µM; PPC-1 cells + TRAIL, ATPLite viability luminescence; AID 1443, 2008;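 active means cell killing above 50% in the first pass at 4 µM, then a duplicate retest at 5 µM averaging 50% or more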;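 further: plate controls were cells with TRAIL plus DMSO for no effect and medium-only wells lacking cells for full effect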
CHOP inh – inhibitors of CHOP promoter induction, primary screen, cell-based, unfolded protein response, luciferase reporter; CHO-K1 CHOP-promoter luciferase, tunicamycin-induced, 15-18 h; inhibition, % at 10 µM; 220,000 tested, 3.8% active;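 active means compounds that reduced the stress-induced luciferase reporter signal by more than about 70% of percent inhibition, limit read from the data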;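 further: 0% = tunicamycin plus vehicle and 100% = wells without tunicamycin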
TRPML3 ag – human TRPML3 channel agonists, primary screen, cell-based, HEK293 TRPML3-YFP, Fluo-8 calcium fluorescence, 3 µM; 220,000 tested, 0.29% active; activation, % at 3 µM; 100% = the carbachol control signal; Mucolipin-3 (Homo sapiens), Q8TDD5; AID 1448, 2008;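 active means activation above its plate's cutoff, the mean activation of the plate's test wells plus 3 SD, cut at about 12% in these data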;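 further: 0% = DMSO only wells and 100% = carbachol wells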
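Material: HEK293 cells stably carrying human TRPML3-YFP; compound dosing: single dose, 3 µM final nominal compound, 0.3% DMSO final; incubation: 1-h 37 °C dye load, 5-s basal, 120-s post-compound reads; technique: Fluo-8 intracellular calcium fluorescence, excitation 470-495 nm, emission 515-575 nm; read-out basis: percent activation from peak-to-basal fluorescence ratio, scaled between DMSO and carbachol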
Runt-SMMHC FRET – inhibitors of RUNX1 Runt–CBFb-SMMHC binding, primary screen, biochemical, FRET, Cerulean-Runt, Venus-CBFb-SMMHC, uHTS. Cerulean-Runt/Venus-CBFb-SMMHC FRET ratio 530/480, 1 h. inhibition, % at 20 µM. 220,000 tested, 0.74% active;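 active means mean inhibition across duplicate retests at 20 µM reaching about 50%, limit read from the data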;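 further: 0% = DMSO wells and 100% = wells with excess untagged CBFb-SMMHC; inhibitors lower the FRET ratio by blocking Runt binding to CBFb-SMMHC; some results filed as inactive read as strong as hits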
Target sequence (Q01196 whole entry, looked up): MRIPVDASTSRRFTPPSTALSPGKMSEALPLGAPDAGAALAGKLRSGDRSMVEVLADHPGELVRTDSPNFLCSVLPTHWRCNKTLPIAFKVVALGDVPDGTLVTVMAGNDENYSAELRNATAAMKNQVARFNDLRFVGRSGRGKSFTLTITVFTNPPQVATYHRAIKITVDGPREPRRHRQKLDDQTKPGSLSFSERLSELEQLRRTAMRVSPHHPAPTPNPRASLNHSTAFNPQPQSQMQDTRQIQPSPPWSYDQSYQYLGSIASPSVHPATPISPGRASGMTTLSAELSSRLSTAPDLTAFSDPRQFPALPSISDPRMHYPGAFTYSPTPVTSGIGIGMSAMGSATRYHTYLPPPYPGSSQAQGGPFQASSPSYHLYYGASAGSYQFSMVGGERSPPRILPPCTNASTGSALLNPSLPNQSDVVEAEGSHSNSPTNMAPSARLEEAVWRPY
Target sequence (Q13951 whole entry, looked up): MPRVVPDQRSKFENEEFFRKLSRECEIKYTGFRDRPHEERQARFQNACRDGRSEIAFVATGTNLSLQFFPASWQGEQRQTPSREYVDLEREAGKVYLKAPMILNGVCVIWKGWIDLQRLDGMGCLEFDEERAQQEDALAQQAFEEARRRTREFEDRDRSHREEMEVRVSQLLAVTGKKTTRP
zfTRPN1 agonist – zebrafish TRPN1 channel agonists, primary screen, cell-based, HEK293, calcium fluorescence. transient receptor potential cation channel N1 (TRPN1/NompC), Danio rerio. 220,000 tested, 0.18% active. activation, % at 3 µM. AID 1424, 2008. HEK293 zebrafish TRPN1-YFP, Fluo-8 calcium fluorescence; 100% = response to 87 µM carbachol;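 active means activation above its plate's cutoff, the mean activation of test wells on that plate plus 3 SD, cut at about 19% in these data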;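 further: 0% = DMSO alone and 100% = 87 µM carbachol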
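Material – zebrafish TRPN1-YFP in HEK293 cells · Doses – 3 µM single point · Schedule – dye 1 h 37 °C plus 30 min RT · Signal – Fluo-8 calcium fluorescence, excitation 470-495 nm, emission 515-575 nm · Read-out – % activation versus carbachol response · Control set – carbachol high, DMSO low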
MDM2 E3 inh – MDM2-luciferase reporter signal enhancers, primary screen, MDM2 E3 ligase inhibitor project, cell-based, luminescence, 1536-well | E3 ubiquitin-protein ligase Mdm2 (Homo sapiens), Q00987 | cell-based MDM2 ubiquitination luciferase reporter, 2 h; 0 = plate control, 100 = twice control, blank-subtracted | signal enhancement, % at 5 µM | 210,000 tested, 0.11% active | AID 1230, 2008;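 active means signal enhancement of 30% or more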;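 further: luminescence tracks abundance of the self-degrading MDM2-luciferase fusion protein; higher signal means inhibition of MDM2 E3 ligase activity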
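Assay system: mammalian cells stably expressing self-ubiquitinating, self-degrading MDM2 E3–luciferase fusion. Quantity: 2000 cells in each well. Medium: DMEM culture medium. Compound dosing: single-point 5 µM. Timing: cell settling 4 h, compound treatment 2 h, both 37 °C. Technique: luciferase luminescence. Read-out basis: percent signal gain over controls, blank-subtracted. Benchmarks: plate controls and plate blanks.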
TNF death inh – inhibitors of TNF-alpha triggered necroptosis, primary screen, cell-based, Jurkat FADD-/-, single concentration | Jurkat FADD-/- TNF necroptosis rescue, ATP luminescence, 24 h; 0 = TNF only, 100 = no-TNF cells | activation (protection from cell death), % at 10 µM | 220,000 tested, 0.068% active;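 active means activation, meaning protection from cell death, of at least 50% relative to plate controls; inactive means activation below 50%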;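 further: necroptosis triggered by 40 ng/mL TNF-alpha added together with compound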
EBV gp42 inh – Epstein-Barr virus gp42 inhibitors, primary screen, biochemical, uHTS, fluorescence polarization; Fluorescence polarization binding assay, mP read-out; inhibition, % (tested at 21.74 µM); 220,000 tested, 0.42% active; in the data active means inhibition above about 50%
Target sequence (Q1HVG2 whole entry, looked up): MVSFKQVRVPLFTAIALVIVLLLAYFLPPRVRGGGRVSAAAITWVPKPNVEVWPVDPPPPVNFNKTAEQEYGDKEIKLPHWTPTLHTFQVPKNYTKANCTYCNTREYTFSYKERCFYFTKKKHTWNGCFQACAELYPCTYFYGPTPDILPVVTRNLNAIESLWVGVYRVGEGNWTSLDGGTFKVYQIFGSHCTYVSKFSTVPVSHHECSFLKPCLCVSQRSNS
p47phox inh – p47phox/p22phox peptide binding inhibitors, primary screen, biochemical, uHTS, NADPH oxidase regulatory subunit | Neutrophil cytosol factor 1 (Homo sapiens), P14598 | fluorescence polarization, 2 h | AID 1274, 2008 | inhibition, % at 24.7 µM | 220,000 tested, 0.53% active;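 active means inhibition above about 30%, limit read from the data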;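 further: 0% = p47phox with labelled peptide and 100% = labelled peptide alone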
* = called active by the depositor; / = not tested or not shown.

SMILES	PPC-1+TRAIL kill	CHOP inh	TRPML3 ag	Runt-SMMHC FRET	zfTRPN1 agonist	MDM2 E3 inh	TNF death inh	EBV gp42 inh	p47phox inh
CC(=O)c1ccc(Oc2ncnc3sccc23)cc1	9	-10	0.4	-2	0.2	-4	1.2	-25	-6
O=C(COc1ccc(S(=O)(=O)N2CCOCC2)cc1)N1CCCCCC1	6	9	1.3	-3	-0.3	-23	0.3	-8	-3
COc1ccccc1C(=O)NNC(=O)c1cccc(F)c1	10	31	0.8	5	0.3	/	1.3	-5	-18
COc1cccc(Nc2cc(C)nc3nc(C)nn23)c1	12	15	-0.2	-5	0.0	-18	0.0	-11	4
COc1ccc(OC)c(CCNC(=O)CC2Oc3ccc(C)cc3NC2=O)c1 (centres undefined)	4	30	-0.8	2	-1.6	-9	-0.4	-16	-3
O=C(O)CCCCn1c(SCc2cc(=O)n3cc(Cl)ccc3n2)nc2ccsc2c1=O	-5	12	0.5	4	-0.7	2	-0.3	-4	-1
O=C(O)C1CCC(=O)N(C2CCCCC2)C1c1ccccc1 (centres undefined)	13	-4	0.5	-7	0.0	-11	-2.9	-6	-9
CCOC(=O)c1nc(C)sc1-c1ccnn1S(=O)(=O)c1ccc(Cl)cc1Cl	4	6	-0.8	-9	-0.3	-8	-0.5	-6	-11
Cc1ccc(S(=O)CCNC(=O)Cc2ccc(Cl)cc2)cc1 (centres undefined)	-2	-2	-0.3	2	-1.0	-6	0.5	-10	-12
CC12CN(Cc3ccccc3)CC(C)(CN(Cc3ccccc3)C1)C2=O	11	-3	1.0	1	0.8	-15	0.1	-4	6
O=C(Nc1cccc(Cl)c1)Nn1cnnc1	5	-7	1.0	-1	1.8	-18	2.1	-17	-15
CCOC(=O)c1cccc(NC(=O)CSc2nnc(C3CCCCC3)n2CC)c1	13	12	-1.1	-7	-1.5	-11	1.6	-13	-7
CC(C)(C)c1ccc(CN(Cc2ccccc2)C(c2ccccn2)c2nnnn2C(C)(C)C)cc1 (centres undefined)	5	39	5.4	0	1.0	-30	-1.2	-6	-14
O=C(c1ccc2c(c1)OCO2)n1nnc2ccccc21	-1	32	0.5	0	0.8	/	-0.6	-15	1
COC(=O)c1[nH]c2ccc(Cl)cc2c1NC(=O)Oc1ccccc1	13	16	0.5	-8	0.5	-9	-2.0	1	-1
Cc1oc2cc3oc(=O)c4c(c3cc2c1C)CCC4	3	5	0.2	4	-0.8	-4	0.5	-31	-5
CCCCCCOc1ccc(C(=O)n2cnc(N)n2)cc1	13	8	1.1	4	1.4	0	-0.5	-27	-9
CN(C(=O)COc1cc(=O)n(C)c2ccccc12)c1cccc(Cl)c1	23	19	-0.8	-4	0.5	-2	-1.0	6	-16
NC(=O)C1CCN(CC(=O)Nc2cc(Cl)ccc2Oc2ccccc2)CC1	-1	11	0.6	2	1.3	-7	-1.5	-16	-4
CCN(CC)S(=O)(=O)c1cccc(-c2nnc(SCC(=O)c3ccc(Cl)s3)n2C)c1	13	31	0.0	-2	2.2	-8	-2.6	-18	-20
O=C(NC1CCCCC1)c1cc(F)cc2c1OCOC2	18	28	-0.3	-8	-0.5	-6	0.0	-16	-14
Cc1cccc(-n2nc3c(c2NC(=O)c2ccco2)CS(=O)C3)c1C (centres undefined)	17	3	1.3	-2	0.7	-6	-0.5	-9	/
Cc1cccc(C)c1NC(=O)COc1ccc2c(C)c(Cc3ccccc3)c(=O)oc2c1	-7	17	0.8	-2	-1.6	2	2.1	-11	-18
C/C(=N/Nc1ccc([N+](=O)[O-])cc1)c1ccc(C)cc1C	0	94*	1.2	-30	-0.5	3	2.7	-9	-5
O=C(O)c1cccc(NC(=O)c2cccc(NC(=O)C3CCCO3)c2)c1 (centres undefined)	34	37	0.1	3	0.0	-40	-1.3	-2	-2

Exported with values under each structure: part of the list above.
Below each compound – PPC-1+TRAIL kill	CHOP inh	TRPML3 ag	Runt-SMMHC FRET	zfTRPN1 agonist	MDM2 E3 inh	TNF death inh	EBV gp42 inh	p47phox inh
O=C(COc1ccc(S(=O)(=O)N2CCOCC2)cc1)N1CCCCCC1
 : 6	9	1.3	-3	-0.3	-23	0.3	-8	-3
COc1ccccc1C(=O)NNC(=O)c1cccc(F)c1
 : 10	31	0.8	5	0.3	/	1.3	-5	-18
COc1cccc(Nc2cc(C)nc3nc(C)nn23)c1
 : 12	15	-0.2	-5	0.0	-18	0.0	-11	4

Next part:
SMILES	PPC-1+TRAIL kill	CHOP inh	TRPML3 ag	Runt-SMMHC FRET	zfTRPN1 agonist	MDM2 E3 inh	TNF death inh	EBV gp42 inh	p47phox inh
Cc1ccc(OC(=O)c2ccc(N3CCOCC3)c([N+](=O)[O-])c2)cc1	-5	35	0.3	-5	1.9	-14	-11	-8	-12
CC1CCC(NC(=O)c2ccc3nc[nH]c3c2)CC1 (centres undefined)	16	8	0.6	-2	0.7	-3	-1.2	-10	5
Cc1cc(C)cc(NC(=O)CSc2nc3[nH]ncc3c(=O)[nH]2)c1	10	11	0.8	6	-0.4	-26	6.1	-14	-1
COC(=O)c1ccccc1NC(=O)CCNC(=O)Cn1cnc2ccccc2c1=O	21	0	0.4	0	1.1	-7	-0.3	-15	-4
CC(CNC(=O)c1ccc2c(c1)OCO2)c1ccc([N+](=O)[O-])cc1 (centres undefined)	14	-3	-1.2	-2	-3.0	-8	0.9	-10	-5
CC1(C)CC(C(CCN(Cc2ccccc2)C(=O)c2ccco2)c2ccc(F)cc2)CCO1 (centres undefined)	9	101*	-0.7	-9	-1.2	-2	1.9	8	-18
CN(C(=O)CC1C(=O)NCCN1CC(c1ccccc1)c1ccccc1)C(C1CC1)C1CC1 (centres undefined)	9	-14	-1.0	2	-1.1	-7	-0.9	-8	-11
COc1ccc(C=C2C(=O)OC(C)(C)OC2=O)cc1OC	9	4	-0.1	-4	-1.9	-15	3.6	-4	-2
C=CCN(CC=C)S(=O)(=O)c1ccc(C(=O)Nc2nnc(COC)o2)cc1	44	-20	0.8	-2	1.8	13	0.9	3	3
O=C1Oc2ccccc2C(=O)/C1=C/c1ccccc1O	13	56	1.2	-4	-0.1	1	0.0	7	-9
CC(=O)Nc1ccc(S(=O)(=O)N(CC(=O)O)Cc2ccccc2)cc1	20	18	0.7	0	2.4	-1	0.0	-10	-9
O=C(O)c1cccn1Cc1ccccc1F	3	-21	0.3	-4	-0.8	-11	0.1	-24	-7
CCOc1cc(C)c(Cl)cc1S(=O)(=O)NCC1CCCO1 (centres undefined)	-10	28	0.9	0	-0.1	1	0.8	-13	-85
CCC(C)(C)n1nnnc1C(c1ccncc1)N1CCC(Cc2ccccc2)CC1 (centres undefined)	-7	38	0.8	-1	2.0	-13	0.0	-11	-5
Cc1ccc(NC(=O)Nc2cccc([N+](=O)[O-])c2)cc1F	12	64	12*	-9	23*	-11	1.5	-7	-9
Cc1ccc(Nc2nc3ccccc3n3nnnc23)cc1	10	48	2.6	7	-0.1	-5	-2.8	9	2
CCCc1nc(SCC(=O)Nc2nnc(SCC)s2)c2c(=O)n(C)c(=O)n(C)c2n1	-1	25	0.5	-2	1.0	-10	-3.0	-12	4
COC(=O)CSc1nnc(SCc2ccc(Cl)cc2)s1	16	42	-1.0	-1	-2.0	-13	1.0	-1	-12
O=C(NC1CC1)C1CCN(C2CCN(C(=O)c3ccc4cccc(F)c4n3)CC2)CC1	6	8	1.4	-1	0.8	3	0.0	-11	-16
O=C(Nc1nnc(-c2cccc(F)c2)s1)Nc1ccccc1F	14	55	1.0	-6	1.1	-8	0.5	-27	-2
Cc1ccc(NC(=O)C2CCN(C(=O)NC3CCCCC3)CC2)cc1	10	45	1.0	4	-0.1	/	0.5	-13	-11
COCCC(=O)N1CCCC(CNS(=O)(=O)c2ccc(OC)cc2)C1 (centres undefined)	-9	-19	0.6	2	1.0	13	0.5	6	0
C=CCn1c(SCC(=O)Nc2c(C)n(C)n(-c3ccccc3)c2=O)nc2sc(C)c(-c3ccccc3)c2c1=O	8	-17	-1.4	2	-0.3	-2	0.4	-14	2
O=c1cc(CSc2nnc(-c3ccco3)o2)c2ccccc2[nH]1	20	30	0.4	-3	0.9	-18	-3.2	-8	1
Cc1cc(=O)[nH]c(SCC(=O)Nc2cc(S(=O)(=O)N3CCCC3)ccc2Cl)n1	16	7	-0.8	-4	0.5	-74	1.4	-7	0
SMILES	PPC-1+TRAIL kill	CHOP inh	TRPML3 ag	Runt-SMMHC FRET	zfTRPN1 agonist	MDM2 E3 inh	TNF death inh	EBV gp42 inh	p47phox inh
COc1ccc(N2C(=O)C3C4C=CC(C4)C3C2=O)nn1 (centres undefined)	6	39	0.1	2	-1.3	12	-0.7	-18	-16
COc1ccc(CN2CC(=O)N(c3ccc(C)cc3C)C2=S)cc1OC	-28	9	0.4	-3	-1.0	-9	0.9	-1	8
CCCCOC(=O)Cn1c(=O)n(CC(=O)OCCCC)c2cc(C)ccc21	1	37	-0.6	2	-1.3	-8	0.5	2	-4
Cc1cc(CN2CCCC(CO)(Cc3cccc(Cl)c3)C2)n[nH]1 (centres undefined)	12	23	0.1	0	-0.6	-21	1.8	-19	-8
COc1ccccc1C1=NN(C2=NN=C(N)Cc3ncnn32)C(O)(C(F)(F)F)C1 (centres undefined)	-13	32	0.1	1	-0.3	-10	-2.7	-8	-4
COc1ccccc1Nc1nc(-c2c(C)nc3ncccn23)cs1	/	56	2.1	/	2.6	-9	-8.9	-6	-9
COc1ccc(S(=O)(=O)N2CCCC(C(=O)NCc3ccccn3)C2)cc1 (centres undefined)	1	26	-0.1	4	-0.4	-8	-0.9	-1	-1
O=C(O)COc1ccc2nsnc2c1Cl	9	-6	0.2	0	0.4	-10	0.6	-5	-9
CCc1ccc(N(CC(=O)NC2CCCCC2)S(=O)(=O)c2c(C)noc2C)cc1	-12	33	-0.1	-1	1.7	-24	0.8	-11	-6
Cc1nc2ccc(NC(=O)C3COc4ccccc4O3)cc2s1 (centres undefined)	16	-11	-0.3	6	0.6	/	2.8	-57	-5
